Compound activity (PubChem BioAssay)
Keap1 Nrf2 FP: Keap1-Nrf2 (human) interaction inhibition | Q14145 | Keap1 Kelch-Nrf2 peptide fluorescence polarization, 1536-well | inhibition, % at 9.4 µM | 340,000 compounds, 0.15% hits | AID 504523; in the data active means inhibition above about 12%;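 further: human Keap1 Kelch domain with fluorescein labeled Nrf2 9mer peptide probe; 0% = neutral control wells and 100% = peptide positive control; higher means more block of Keap1 binding to Nrf2 peptide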
Rtt109 HAT inh: C. albicans Rtt109 histone acetyltransferase inhibition | Q5AAJ8 | purified Rtt109/Vps75, ThioGlo CoA-SH fluorescence, 4 h | inhibition, % at 34.9 µM | 330,000 compounds, 0.16% hits | AID 540336;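 active means inhibition of at least 50% in every replicate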
Target sequence (Q5AAJ8 whole entry, looked up): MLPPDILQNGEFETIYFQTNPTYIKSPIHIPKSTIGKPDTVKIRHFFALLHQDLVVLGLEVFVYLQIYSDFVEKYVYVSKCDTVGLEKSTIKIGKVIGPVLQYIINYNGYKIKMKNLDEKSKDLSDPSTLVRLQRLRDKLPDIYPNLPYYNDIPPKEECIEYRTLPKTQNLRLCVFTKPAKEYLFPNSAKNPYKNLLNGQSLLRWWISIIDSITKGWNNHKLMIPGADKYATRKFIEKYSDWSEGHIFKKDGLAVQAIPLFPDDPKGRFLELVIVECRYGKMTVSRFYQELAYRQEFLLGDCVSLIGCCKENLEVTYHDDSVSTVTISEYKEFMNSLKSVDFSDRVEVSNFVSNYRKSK
RTF Ca sens act: increases calcium sensitivity of human cardiac regulated thin filaments | P19429+P45379 | IANBD-labeled TnC RTF fluorescence at EC20 calcium; 0% EC20 calcium, 100% full calcium | activation, % at 7.2 µM | 340,000 compounds, 0.24% hits;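 active means activation above the mean over all tested compounds plus 3 SD, cut at about 30% in these data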;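 further: rise in fluorescence read as greater calcium sensitivity of cardiac thin filaments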
PKA-R2B activ: activates the human PKA-R2B holoenzyme complex. 340,000 compounds, 0.079% hits. P22694+P31323. activation, % at 11.4 µM. AID 504700. PKA-R2B holoenzyme dissociation, Cy5-IP20 fluorescence polarization; R2B truncated from residue 108, S112A mutant; 0% DMSO only, 100% 113 µM cGMP;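 active means activation above a cutoff set at the mean over all compounds plus 3 SD, cut at about 18% in these data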;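 further: higher means more holoenzyme dissociation and a rise in polarization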
Target sequence (P31323 whole entry, looked up, other chains not shown, the tested form may be a part): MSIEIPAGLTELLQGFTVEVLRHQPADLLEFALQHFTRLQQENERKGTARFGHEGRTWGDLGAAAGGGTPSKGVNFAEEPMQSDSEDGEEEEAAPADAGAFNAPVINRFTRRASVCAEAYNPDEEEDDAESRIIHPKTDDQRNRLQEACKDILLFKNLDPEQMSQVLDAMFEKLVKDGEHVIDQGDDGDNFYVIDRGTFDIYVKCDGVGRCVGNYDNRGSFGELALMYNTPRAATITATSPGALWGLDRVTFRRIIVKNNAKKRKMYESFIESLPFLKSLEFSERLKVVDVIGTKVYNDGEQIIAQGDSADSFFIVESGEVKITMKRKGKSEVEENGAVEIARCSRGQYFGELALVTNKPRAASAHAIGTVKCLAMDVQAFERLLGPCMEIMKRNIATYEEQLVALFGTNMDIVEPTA
CAL PDZ FP-1: inhibitors of human CAL PDZ peptide binding; Q9HD26; purified CAL PDZ, TMR-peptide fluorescence polarization, 1 h; inhibition, % at 24.9 µM; 300,000 compounds, 0.92% hits; AID 602252;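 active means mean inhibition of at least 30% with at least half of replicates also reaching 30%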;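 further: 0% = DMSO neutral control and 100% = excess unlabeled competitor peptide PRC23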
SR-BI DiI-HDL act: SR-BI HDL lipid transfer activation. CHO ldlA[mSR-BI] cells, DiI-HDL uptake fluorescence, 3 h; 100 = double the neutral-control signal. activation, % at 12.5 µM. 320,000 compounds, 0.096% hits;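 active means mean replicate activation of at least 60% and every replicate at or above 60%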;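 further: 0% = median plate neutral-control signal and 100% = twice that signal; values of inactives mirror those of a sister screen read the other way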
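Assay system: LDL receptor-deficient CHO ldlA cells overexpressing murine SR-BI / Medium: BSA-supplemented, HEPES-buffered Ham's F12, pH 7.4 / Probe or stimulus: DiI-labelled HDL at 10 µg/mL final / Timing: compound with DiI-HDL co-incubation, 3 h at 37 °C / Technique: bottom-read cell fluorescence after medium removal, ex 550/em 595 nm / Measure: HDL uptake via cellular fluorescence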
DAGLB inh: blocks human DAGLB lipase activity | 340,000 compounds, 0.059% hits | HEK293T DAGLB membrane lysate, EnzChek fluorogenic substrate | Q8NCG7 | inhibition, % at 5.17 µM | AID 504411; in the data active means inhibition above about 34%;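 further: 0% = enzyme with vehicle and 100% = wells lacking enzyme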
CAL PDZ FP-2: blocks peptide binding to human CAL PDZ domain. Q9HD26. AID 504414. inhibition, % at 20 µM. purified CAL PDZ, TMR-peptide fluorescence polarization, 1 h. 330,000 compounds, 0.02% hits;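 active means highest replicate inhibition of at least 40%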;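 further: plate controls were DMSO neutral control wells for no effect and unlabeled competitor peptide control wells for full effect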
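material = purified tagged CAL PDZ domain construct (CerCALP) | compound dosing = 20 µM, one dose | times = 1 h at RT | measured by = fluorescence polarization from S- and P-plane intensities, G-factor corrected | read-out = inhibition from polarization loss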
C-LANA FP: blocks KSHV LANA C-terminal domain binding to DNA. MBP-C-LANA/FAM-LBS DNA binding, fluorescence polarization. 340,000 compounds, 0.078% hits. inhibition, % at 9 µM;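 active means highest replicate inhibition at or above 60% at 9 µM, even if other replicates fall short; inactive means all replicates below 60% inhibition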;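 further: 0% = neutral control wells and 100% = 4 µM acridine orange control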
RTF Ca sens inh: cardiac RTF calcium desensitization; IANBD-labeled cardiac RTF, Ca2+ fluorescence; inhibition, % at 7.15 µM; P19429+P45379; 340,000 compounds, 0.12% hits; AID 493244;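 active means inhibition above the mean inhibition of all tested compounds plus 3 SD, cut at about 17% in these data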;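 further: assay run at fixed EC70 calcium of 1.6 mM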
The depositor's hits bear a star; / = not tested or not shown.

SMILES | Keap1 Nrf2 FP | Rtt109 HAT inh | RTF Ca sens act | PKA-R2B activ | CAL PDZ FP-1 | SR-BI DiI-HDL act | DAGLB inh | CAL PDZ FP-2 | C-LANA FP | RTF Ca sens inh
CCOc1cc(/C=N/NC(=O)c2cccnc2)ccc1OCc1ccc(C(=O)OC)o1 | 2 | -1 | 7 | 11 | / | -13 | -1 | -3.4 | -0.6 | 4
CC(C)(C)S(=O)(=O)N1Cc2ccc(CO)cc2[C@H]1CCO | -2 | -9 | -7 | -6 | -2 | 13 | -6 | 0.3 | -2.5 | 4
CCOC(=O)c1ccc(S(=O)(=O)N2CCN(C(=O)c3ccccn3)CC2)cc1 | 2 | 8 | 0 | -4 | 6 | -4 | -4 | 0.7 | -2.0 | -4
Cc1ccc2nc(-c3ccccn3)cc(C(=O)N3CCN(c4ncccn4)CC3)c2c1 | -2 | 0 | -2 | -3 | -5 | 14 | -2 | -1.1 | -1.9 | -6
Cc1c(C)c2c(OCC(=O)Nc3cccnc3)cc3c(c2oc1=O)CCC(C)(C)O3 | 1 | -12 | 2 | 0 | -2 | -20 | -3 | -0.7 | 1.0 | -7
CC(=O)Nc1nnc(-c2ccc3c(c2)CCCC3)o1 | -2 | -12 | 4 | -4 | / | -8 | 0 | -1.3 | -0.3 | -2
Cc1ccc2c(c1)N(CCC(=O)NCc1cccs1)C(=O)C(C)O2 (centres undefined) | 5 | 4 | 5 | -6 | 2 | -10 | -5 | -1.2 | -1.3 | -5
CCCS(=O)(=O)N1CCN(C(=O)c2cccs2)CC1 | -7 | 3 | 4 | 3 | 0 | 27 | -3 | -0.8 | -0.6 | -20
C=CCNC(=O)c1onc(CSc2cc(C)cc(C)c2)c1C(=O)NCC=C | 2 | 4 | -6 | -5 | 4 | -7 | -11 | 0.1 | 0.7 | -13
COc1ccc(N(C(=O)Cn2nnc3ccccc32)C2(C(=O)NC3CCCC3)CCCCC2)cc1 | -2 | 2 | -2 | -2 | -2 | 53 | 0 | -0.4 | 1.0 | 2
COc1cc2sc3cc(NCc4ccc5c(c4)OCO5)ccc3c(=O)c2cc1OC | 1 | 2 | -4 | 0 | -2 | -73 | -3 | -3.3 | 3.8 | -3
O=C1CC(c2nc3ccccc3[nH]2)CN1Cc1ccccc1 (centres undefined) | -3 | 8 | -11 | 2 | / | 4 | -1 | -1.1 | -0.1 | 2
COc1ccc(CNC(=O)CSc2nc(C)cs2)cc1 | -5 | 5 | -6 | 3 | -1 | -2 | -1 | 0.5 | -3.8 | -12
CC(Nc1n[nH]c(=S)[nH]c1=O)C(=O)OCc1ccccc1 (centres undefined) | -6 | -1 | 3 | -1 | -3 | 0 | 2 | 0.7 | -0.4 | 1
COCc1cc(C)n(CC(=O)Nc2cc(C)cc(C)c2)c(=O)c1C#N | 1 | 17 | -8 | 2 | -4 | 20 | 0 | -2.6 | 0.2 | 8
CC(C)CC(OC(=O)CC1Sc2ccccc2NC1=O)C(=O)NC1CCCC1 (centres undefined) | 3 | -7 | -4 | -4 | -4 | / | 0 | -1.4 | 1.7 | -16
O=C(c1ccco1)N1CCN(c2cccc(Cl)c2)CC1 | -4 | 1 | 3 | 2 | -3 | -20 | 0 | -1.9 | -1.1 | 0
CCCC(=O)Nc1sc(C(=O)Nc2cccc(N)c2)c(C)c1C(=O)OC | -1 | 2 | -1 | 1 | -6 | -59 | -1 | 0.0 | -5.4 | -9
Cc1nc2ccc(NC(=O)CS(=O)(=O)c3ccc(F)cc3)cc2s1 | 0 | 4 | -2 | -19 | -2 | -11 | 0 | -2.6 | -1.9 | -10
CCS(=O)(=O)N1Cc2ccccc2CC1C(=O)Nc1nnc(SCc2c(Cl)cccc2Cl)s1 (centres undefined) | -1 | 2 | 6 | -12 | 1 | -16 | 0 | 0.8 | -1.5 | -6
CCOC(=O)C1CCCCN1S(=O)(=O)c1ccc2c(c1)CC(C)N2C(=O)C1CCC1 (centres undefined) | 2 | -5 | 0 | -2 | -5 | 3 | -2 | -1.5 | -1.6 | -5
CCc1c(O)nc(N2CCN(Cc3ccccc3)CC2)[nH]c1=O | -4 | -1 | -3 | 12 | -1 | 8 | -1 | -0.4 | -0.4 | -1
COc1ccccc1N(C)S(=O)(=O)c1ccc(C(=O)OCC(=O)NCCC2=CCCCC2)cc1 | -7 | 5 | 4 | 1 | -1 | 1 | -4 | -0.5 | 0.0 | -5
COc1ccc(CNC(=O)CN2C(=O)NC3(CCCCCC3)C2=O)cc1 | -3 | 7 | 0 | 9 | 2 | -6 | -2 | -0.5 | 0.1 | 1
COC(=O)c1cc(OC)c(OC)cc1NC(=S)Nc1cccc(C(C)=O)c1 | 0 | 5 | 0 | 11 | / | -9 | -1 | -1.9 | -0.2 | -11
Cc1ccc(S(=O)(=O)NCCC(=O)NCCCSc2ccccc2)cc1 | 0 | 6 | 3 | 5 | -7 | 20 | -2 | -0.6 | 23 | -10
O=C(NCc1ccccn1)C(=O)Nc1cccc2ccccc12 | 1 | 4 | 1 | 6 | / | 6 | -1 | -0.1 | 1.4 | 2
Cc1nnc(N/N=C/C2CC=CCC2)[nH]c1=O (centres undefined) | -1 | -6 | 6 | -1 | -4 | 16 | 4 | -0.6 | -0.2 | -12
CCC1CCCCN1CCCNC(=O)CNC(=O)c1nn(-c2ccc(OC)c(Cl)c2)c(=O)c2ccccc12 (centres undefined) | -4 | 6 | 2 | -10 | / | 11 | 0 | -2.5 | -1.3 | -13
CC(C)[C@H](NC(=O)N1CCn2c1nc1ccccc12)C(=O)NCc1ccc2c(c1)OCO2 | -7 | 0 | -2 | -8 | / | -18 | -2 | -1.0 | -1.5 | -6
Cc1cccc(OCc2nc(-c3ccc(-n4cccc4)cc3)no2)c1 | -4 | -5 | 5 | -5 | -3 | 9 | -7 | -0.6 | 0.6 | -6
O=C(O)CCCC(=O)N1CCCC1 | -2 | -4 | 2 | 0 | -2 | 11 | 1 | -2.1 | -0.4 | -5
O=C(Cc1ccccc1[N+](=O)[O-])NCc1ccccc1Cl | 2 | -6 | 1 | 2 | 6 | 0 | 1 | / | -1.8 | 0
O=C(CN(C(=O)CNC(=O)c1cccs1)c1ccccc1F)NC1CCCC1 | -1 | -11 | -3 | 3 | -3 | / | -1 | -0.9 | 0.4 | 6
COc1ccc(OC)c2[nH]c(=O)c(CCNC(=O)c3ccc(Br)o3)cc12 | -1 | 18 | -10 | 4 | 0 | -6 | 3 | -2.9 | -0.4 | 15
COc1ccc(CNC(=O)C(=O)NCC2CCCN2S(=O)(=O)c2cccs2)cc1 (centres undefined) | -1 | -1 | -3 | 2 | -2 | -2 | 1 | 0.1 | -2.1 | -9
Nc1cc(Cl)nnc1Cl | -1 | 3 | -3 | 12 | -3 | 15 | -1 | 0.3 | 0.1 | -10
Nc1cccc2[nH]c(=O)c3ccccc3c12 | -1 | 0 | 4 | 5 | -4 | 2 | 1 | -0.6 | 1.6 | -8
COc1ccccc1N1CCN(C2CCCN(C(=O)CN3CCCCC3=O)C2)CC1 (centres undefined) | 2 | -18 | -7 | 8 | -2 | 46 | 0 | -1.1 | 0.9 | -5
CN(CC(=O)Nc1ccc(C#N)cc1)Cc1ccc(Cl)cc1 | 4 | -8 | 2 | -13 | 0 | -8 | -1 | -0.7 | 1.6 | -6

3 compounds out of the list above, sorted by the value under DAGLB inh, low to high.
Structure	DAGLB inh
COc1ccccc1N(C)S(=O)(=O)c1ccc(C(=O)OCC(=O)NCCC2=CCCCC2)cc1	-4
COc1ccc(CNC(=O)CN2C(=O)NC3(CCCCCC3)C2=O)cc1	-2
Nc1cc(Cl)nnc1Cl	-1

Next compounds.
SMILES | Keap1 Nrf2 FP | Rtt109 HAT inh | RTF Ca sens act | PKA-R2B activ | CAL PDZ FP-1 | SR-BI DiI-HDL act | DAGLB inh | CAL PDZ FP-2 | C-LANA FP | RTF Ca sens inh
O=C(COC(=O)c1ccccc1NC(=O)c1ccccc1)c1ccc([N+](=O)[O-])cc1 | 0 | 5 | 2 | -11 | -2 | 1 | 0 | -0.3 | -1.1 | -18
CC1CCN(c2ccc3c(c2)S(=O)(=O)c2cccc(C(=O)NCc4ccc(F)cc4)c2C3=O)CC1 | 4 | -1 | 105* | -7 | 0 | -21 | -2 | 1.4 | 27 | 3
Cc1ccc(OCC(=O)N/N=C/c2cn(C)c3ccccc23)cc1 | 0 | 7 | 2 | -3 | 5 | -2 | -2 | 0.4 | 0.9 | -9
Cn1c(CNC(=O)c2ccccc2F)nnc1SCc1ccc(Cl)cc1 | -3 | 1 | 11 | -11 | / | -1 | 1 | -1.2 | 0.5 | -6
COc1cccc(NC(=O)CCC2CCN(C(=O)c3cccc(NC(C)=O)c3)CC2)c1 | -3 | -3 | -3 | 2 | -3 | / | 0 | -1.3 | -1.5 | -8
CC[C@]12c3[nH]c4ccc(Cl)cc4c3CCN1C(=O)[C@@H](CC(=O)NC/C=C(\C)CCC=C(C)C)C[C@@H]2C(=O)N1CCN(C(=O)c2ccco2)CC1 | -8 | 5 | -2 | -3 | 1 | -11 | 3 | -0.2 | 1.4 | -10
Cc1ccc(C(C)C)c(OCC(=O)Nc2ccc(N3CCOCC3)cc2N2CCOCC2)c1 | 3 | -2 | -19 | -9 | -4 | -36 | 0 | -0.6 | -1.7 | -3
Cc1cccc[n+]1C1C(c2ccc([N+](=O)[O-])cc2)C(C#N)=C(C(=C=[N-])C#N)NC1(O)C1CC1 (centres undefined) | 5 | 2 | 6 | -2 | -2 | 7 | 4 | 0.6 | 6.4 | 0
Cc1ccc2c(c1)N(C(=O)CCC(=O)NCC(C)c1ccccc1)CC(C)O2 (centres undefined) | 2 | -7 | 4 | -5 | / | -21 | -4 | -1.0 | -0.9 | -8
COc1ccccc1CNC(=O)COc1ccc2c(c1)CCC2 | -6 | 3 | 8 | -6 | / | 6 | -6 | -1.6 | -0.3 | -9
C/C(=N\NC(=O)c1ccccc1F)c1ccc2c(c1)Nc1ccccc1S2 | -3 | 9 | 0 | -3 | -2 | -35 | 6 | -0.8 | -2.6 | 3
CCc1ccccc1N(CC(=O)NC1CCCCC1)C(=O)CCCC(=O)Nc1ccccn1 | -4 | 7 | 11 | -4 | -4 | / | -1 | 0.2 | 1.2 | 3
Cc1ccc(SCc2nc3ccccc3[nH]2)cc1 | -4 | 0 | 8 | 1 | / | 39 | 1 | -2.7 | 1.9 | -10
CCOC(=O)C(NC(=O)c1ccccc1)=C(C)C | 5 | -6 | 7 | -6 | -2 | 23 | 2 | -0.7 | -0.1 | -10
CC(O)CNCc1cccc2ccccc12 (centres undefined) | 3 | 7 | 2 | -7 | 0 | 15 | 0 | / | 0.8 | -3
Cc1ccccc1C(=O)Nc1ccccc1C(=O)NCC(C)C | -9 | 0 | 2 | -6 | -3 | -7 | -2 | -0.7 | 0.5 | -2
